Assay outcomes deposited in PubChem by several laboratories.
NTR1 ag: agonists of NTR1, primary screen, imaging, U2OS cells, beta-arrestin-GFP, high content (AID 493036) | activation, % at 20 µM | NTR1-U2OS beta-arrestin-GFP spot imaging, agonist mode | P30989 | hit rate 0.17% among 330,000;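 active = activation at or above 40% of the spot to cytoplasm intensity ratio, with at least 20 cells analyzed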;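 also: 0% = DMSO without peptide and 100% = 100 nM NTR1 peptide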
Target sequence (P30989 whole entry, looked up): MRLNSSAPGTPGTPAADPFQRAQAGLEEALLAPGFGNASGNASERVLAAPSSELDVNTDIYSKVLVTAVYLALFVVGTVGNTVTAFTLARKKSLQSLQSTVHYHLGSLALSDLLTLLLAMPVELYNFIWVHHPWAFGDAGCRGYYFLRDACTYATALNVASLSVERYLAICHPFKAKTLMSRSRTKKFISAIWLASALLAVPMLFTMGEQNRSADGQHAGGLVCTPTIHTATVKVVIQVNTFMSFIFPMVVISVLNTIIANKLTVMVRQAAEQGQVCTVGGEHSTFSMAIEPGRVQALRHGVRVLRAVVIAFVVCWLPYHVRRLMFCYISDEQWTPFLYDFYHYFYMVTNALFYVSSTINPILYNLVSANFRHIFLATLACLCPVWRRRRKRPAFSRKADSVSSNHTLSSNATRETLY
K1F lysis inhibition: protection from phage-mediated lysis, alamar blue read-out – E. coli UTI89, K1F phage, bacterial capsule biogenesis inhibitors (AID 488966); inhibition, % at 100 µM; hits with a dose series show IC50 in µM; hit rate 0.02% among 340,000; E. coli UTI89 K1F phage lysis, alamar blue, 2 h; higher % means a stronger effect;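 active = phage lysis inhibition, versus mean bacterial control, above a set limit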;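 also: capsule biogenesis inhibitors block K1F phage lysis so surviving cells raise fluorescence; higher fluorescence means more inhibition of phage lysis; actives were called in the ten point dose series up to 300 µM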
NS5 inhibitors: Dengue-2 NS5 methyltransferase inhibitors, primary screen, biochemical, confirmation dose response (AID 588689); Dengue-2 NS5 methyltransferase capping enzyme assay, biochemical; higher % means a stronger effect; inhibition, % at 25 µM, or IC50 in µM where a hit was titrated; hit rate 0.3% among 340,000; in the data active = a potency from the dose series
NTR1 ag cell count 20 µM: recorded beside NTR1 ag, whose call it bears; cell count; measured here: cell count, cytotoxicity flag
* hit, by the source's call. An excerpt; count on the stated rates, not on these rows.

What do the screens show for `CC1=C(C(=O)O)N2C(=O)[C@@H](NC(=O)[C@H](N)c3ccc(O)cc3)[C@H]2SC1`?
K1F lysis inhibition: -7.0%; NS5 inhibitors: -6.0%

Results for C[C@H]1c2cccc(O)c2C(=O)C2C(=O)C3(O)C(=O)C(C(N)=O)C(=O)[C@@H](N(C)C)[C@@H]3[C@@H](O)[C@@H]21 (stereo not given in full) ?
NTR1 ag: -0.6; K1F lysis inhibition: -17.0%; NS5 inhibitors: -1.5%; NTR1 ag cell count 20 µM: 64

Results for CC1(C)O[C@H]2CC(=O)OCC23[C@H]2CC[C@@]4(C)[C@H](c5ccoc5)OC(=O)[C@H]5O[C@]54[C@]2(C)C(=O)C[C@@H]13 (stereo not given in full) ?
NTR1 ag: -0.8; K1F lysis inhibition: -0.2%; NS5 inhibitors: 2.2%; NTR1 ag cell count 20 µM: 92

Quoted at random: 2 compounds from above
What do the screens show for `CC1=C(C(=O)O)N2C(=O)[C@@H](NC(=O)[C@H](N)c3ccc(O)cc3)[C@H]2SC1`?
K1F lysis inhibition: -7.0%; NS5 inhibitors: -6.0%

Results for CC1(C)O[C@H]2CC(=O)OCC23[C@H]2CC[C@@]4(C)[C@H](c5ccoc5)OC(=O)[C@H]5O[C@]54[C@]2(C)C(=O)C[C@@H]13 (stereo not given in full) ?
NTR1 ag: -0.8; K1F lysis inhibition: -0.2%; NS5 inhibitors: 2.2%; NTR1 ag cell count 20 µM: 92
